# Screening data as filed in PubChem.
# HCMV antiviral – inhibitors of human cytomegalovirus | HFF cells, HCMV-luciferase reporter, 72 h; hits give low values | activity change, negative = inhibition, % at 57.5 µM | 410,000 tested, 4.5% active; in the data active = activity change below about -60%; inconclusive = no clear call, values can overlap the other calls; inactive = above about -39%
#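 After 16 h attachment at 37C, HFF cells received test compound and HCMV-luciferase (1 PFU/cell); reporter luminescence read 72 h later, data normalized against buffer-only and known inhibitor Salinomycin.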
# AmpC inh detg – inhibitors of E. coli AmpC beta-lactamase with detergent; Potency, µM (top dose mostly 114 µM), for the others: at the highest dose activity change, negative = inhibition, hits mostly inhibitors; 370,000 tested, 0.041% active; P00811; AmpC hydrolysis of nitrocefin, absorbance 480 nm, 0.01% Triton; AID 485294;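 note: potency is the fitted concentration of half-maximal effect; 0% = no-compound wells and -100% = no-enzyme wells; nearly all actives have a fitted effect of over 25% in size; some results filed as inactive show a strong effect at the top dose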
# Target sequence (P00811 whole entry, looked up): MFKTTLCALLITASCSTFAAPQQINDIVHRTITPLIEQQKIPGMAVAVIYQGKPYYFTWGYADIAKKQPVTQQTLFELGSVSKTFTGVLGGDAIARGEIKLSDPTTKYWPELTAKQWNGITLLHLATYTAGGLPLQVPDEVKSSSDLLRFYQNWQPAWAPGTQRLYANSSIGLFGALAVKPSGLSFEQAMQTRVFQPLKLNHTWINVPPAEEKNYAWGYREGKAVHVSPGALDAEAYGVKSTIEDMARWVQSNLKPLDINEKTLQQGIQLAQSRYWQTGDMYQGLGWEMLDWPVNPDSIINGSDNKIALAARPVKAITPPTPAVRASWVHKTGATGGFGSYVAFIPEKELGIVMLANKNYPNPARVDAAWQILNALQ
#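 20 mM phosphate pH 7.0 + 0.01% (detergent screen) or 0.0001% Triton X-100; 5.3 nM AmpC reagent; cpd preinc 15 min RT; nitrocefin (800 uM stock) to start; A480 q20 s × 4 min; Activity was normalised to no-enzyme and no-compound control wells.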
# AmpC inh no detg – blocks E. coli AmpC beta-lactamase in detergent-free assay; Potency, µM (doses to about 57.1 µM), inactives show at the top dose activity change, negative = inhibition, most hits filed as inhibitors; AmpC nitrocefin hydrolysis, absorbance 480 nm, 0.0001% Triton; 330,000 tested, 0.52% active; AID 485341;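 note: potency is the fitted concentration of half-maximal effect; plate controls were no compound for no effect and no enzyme for full effect; nearly all actives have a fitted effect of over 20% in size; some results filed as inactive show a strong effect at the top dose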
#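 AmpC (5.3 nM in the dispensed reagent) in 20 mM phosphate pH 7.0 with 0.01% (detergent screen) or 0.0001% Triton X-100 was preincubated with compounds for 15 min at room temperature. Nitrocefin was then added from an 800 uM solution, and hydrolysis was followed at 480 nm.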
# AMA1 RON2 block – AMA1-RON2 (P. falciparum) interaction inhibition | 360,000 tested, 0.2% active | Potency, µM (doses to about 58.2 µM), without a hit: top-dose activity change, negative = inhibition, actives largely listed as inhibitors | AlphaScreen AMA1-biotinylated RON2 peptide binding;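 note: potency is the fitted concentration of half-maximal effect; 0% = vehicle wells and -100% = peptide control; nearly all actives have a fitted effect of over 45% in size; some results filed as inactive show a strong effect at the top dose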
#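 AMA1 (3D7) with his tag at 25 nM final met compounds first, then biotinylated RON2 peptide at 25 nM; detection used donor plus acceptor beads, 10 µg/mL apiece, read by AlphaScreen after 30 min at room temperature.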
# Giardia FBPA inh – inhibitors of Giardia lamblia fructose-1,6-bisphosphate aldolase | A8B2U2 | purified Giardia FBPA | Potency, µM (top dose mostly 59.6 µM), without a hit: top-dose activity, negative = inhibition, actives largely listed as inhibitors | 290,000 tested, 0.71% active; note: potency is the fitted concentration of half-maximal effect; nearly all actives have a fitted effect of over 55% in size
# Target sequence (A8B2U2 whole entry, looked up): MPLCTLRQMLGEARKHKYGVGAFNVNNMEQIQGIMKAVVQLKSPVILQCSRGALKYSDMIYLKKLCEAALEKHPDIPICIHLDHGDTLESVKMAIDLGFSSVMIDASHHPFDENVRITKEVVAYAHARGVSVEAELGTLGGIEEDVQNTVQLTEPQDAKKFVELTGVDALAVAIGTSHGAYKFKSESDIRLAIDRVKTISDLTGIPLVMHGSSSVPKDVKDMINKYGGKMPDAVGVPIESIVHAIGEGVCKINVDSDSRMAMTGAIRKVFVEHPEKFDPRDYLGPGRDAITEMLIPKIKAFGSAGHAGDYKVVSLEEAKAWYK
#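 Giardia FBPA (40 nM reagent) was preincubated 10 min at RT with compound (up to 57.5 uM final), then substrate plus GAPDH/TPI/NAD/arsenate coupling system with diaphorase/resazurin was added; resorufin fluorescence (525/598 nm) was read after 20 min.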
# Sm TGR inh – S. mansoni TGR enzyme inhibition; Q962Y6; purified TGR, DTNB reduction, TNB absorbance 405 nm; Potency, µM (doses to about 114 µM), inactives show at the highest dose activity change, negative = inhibition, usual class: inhibitors; 360,000 tested, 3% active; AID 485364; note: potency is the fitted concentration of half-maximal effect; nearly all actives have a fitted effect of over 60% in size
#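 TGR 20 nM + NADPH 100 uM (dispensed conc.), cpd preinc 15 min RT; start with NADPH (500 uM addition) then DTNB (15 mM addition). Kinetic TNB absorbance, 405 nm filter. Four-parameter Hill fit across titration.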
# * hit, by the source's call; ? = inconclusive; . = no result given; [ ] = remark or other dose. Unless noted, calls come from the whole dose curve; as a rule, active = well fitted curve in the direction sought with a large enough effect; inconclusive = small, poorly fitted or top-dose-only effect, or another doubt; inactive = no such curve, though single readings can be large; an effect the other way counts as inactive or inconclusive. Unless noted, % is set by controls: 0 for no effect and ±100 for the full control effect. Rows were taken by chance. Share with any hit: about 7.8%.
SMILES,HCMV antiviral,AmpC inh detg,AmpC inh no detg,AMA1 RON2 block,Giardia FBPA inh,Sm TGR inh
COc1ccc(Cl)cc1NC(=O)CN1C(=O)CSc2ccc(S(=O)(=O)N3CCCC3)cc21,-36.1,4.0%,.,.,.,-9.0%
CCOc1cc(/C=C2\N=C(SC)SC2=O)cc([N+](=O)[O-])c1OC(C)=O,.,-7.8%,-26.2%,-1.3%,-15.1%,-34.3%
CCCC1C(=O)N(c2ccccc2)C1c1ccccc1 (stereo not drawn),-10.4,-10.8%,-29.6%,6.8%,5.2%,16.5%
NS(=O)(=O)c1ccc(CNc2ncnc3sccc23)cc1,3.5,-5.8%,-13.1%,5.0%,1.3%,-17.0%
CC(C)c1ccc(NCCC(=O)c2cccs2)cc1,-28.0,-14.9%,-33.7%,-23.5%,-5.2%,3.16µM*
Cc1nc([N+](=O)[O-])c(C(=O)OCc2ccc(C#N)cc2)n1C,?,1.2%,-19.5%,-7.3%,3.8%,2.3%
O=S(=O)(c1ccccc1)N1CCN=C1SCc1cccnc1,-39.5,-6.8%,0.2%,-1.6%,?,-11.9%
COc1cc(OC)c(OC)cc1CN1CCN(c2ccc(F)cc2)CC1,20.4,2.6%,0.3%,-22.5%,?,2.5%
CCN(C(=O)COC(=O)C1CCN(S(=O)(=O)c2ccc3c(c2)OCCO3)CC1)C1CCS(=O)(=O)C1 (stereo not drawn),-6.6,0.0%,72.4%[activator],-16.9%,.,-0.1%
COC(=O)C1CSC(C)(C)C(=O)N1 (stereo not drawn),-19.1,0.8%,-4.5%,6.7%,7.4%,13.3%
COc1ccc(CCNc2ncnc3c2oc2ccccc23)cc1OC,-91.6*,1.3%,25.5%,-15.5%,-21.5%,2.6%
O=C(CCn1c(=O)oc2ccccc21)NCCCN1CCN(c2ccc(F)cc2)CC1,-24.1,5.6%,58.7%,-1.2%,1.2%,22.9%

# 3 structures out of the list, ordered by length of the SMILES, rising.
SMILES,HCMV antiviral,AmpC inh detg,AmpC inh no detg,AMA1 RON2 block,Giardia FBPA inh,Sm TGR inh
COC(=O)C1CSC(C)(C)C(=O)N1 (stereo not drawn),-19.1,0.8%,-4.5%,6.7%,7.4%,13.3%
NS(=O)(=O)c1ccc(CNc2ncnc3sccc23)cc1,3.5,-5.8%,-13.1%,5.0%,1.3%,-17.0%
COc1cc(OC)c(OC)cc1CN1CCN(c2ccc(F)cc2)CC1,20.4,2.6%,0.3%,-22.5%,?,2.5%

# (list continues)
SMILES,HCMV antiviral,AmpC inh detg,AmpC inh no detg,AMA1 RON2 block,Giardia FBPA inh,Sm TGR inh
COc1cccc(N2C(=O)CC(Sc3nc(C)cc(C)n3)C2=O)c1 (stereo not drawn),5.0,?,-5.8%,1.4%,4.5%,-19.7%
CCOc1ccc(NS(=O)(=O)c2ccc(C(=O)NCC(c3ccccc3OC)N3CCCC3)cc2)cc1 (stereo not drawn),-4.2,-0.5%,79.0%[activator],54.3%[activator],.,-29.3%
CCCCCC1CC1C(=O)N/N=C/c1ccc(N(C)C)cc1 (stereo not drawn),27.1,-12.9%,-29.5%,-26.2%,.,10.0%
O=C(C1CCN(S(=O)(=O)c2ccccc2)CC1)N1CCN(c2ccccc2F)CC1,0.0,-16.9%,46.0%,-1.6%,.,-1.1%
O=C(Nc1ccc(OCc2ccccc2)cc1)Nc1ccccc1C(=O)NCCCN1CCOCC1,9.9,-3.1%,147.6%[activator],-12.0%,5.4%,1.2%
O=C1/C(=C/c2ccc(F)cc2)SC(=S)N1Nc1ncc(C(F)(F)F)cc1Cl,-6.4,?,-20.5%,74.6%[activator],-2.8%,-4.3%
CCOC(=O)/C=C1\SCC(=O)N1CC(=O)NCCOC,40.4,-2.9%,-1.2%,10.5%,0.8%,5.5%
Cc1[nH]c(=S)c(C#N)c(C)c1CC(=O)c1ccc(Br)cc1,-11.5,4.0%,-49.3%,97.5%[activator],25.1%,1.0%
COC(=O)NC(=S)Nc1ccc(Oc2ccc(Cl)cc2)c(Cl)c1,-5.7,1.9%,-24.9%,27.0%,-24.6%,1.5%
O=C(CSc1nc(-c2ccc(F)cc2)cc(C(F)(F)F)n1)NCc1ccco1,-28.2,3.5%,-11.8%,1.4%,-1.9%,-3.9%
CN(C)CCCSc1nc(-c2ccccc2)nc2c1CCC2,-9.1,-3.2%,42.2%,-1.0%,6.6%,-9.6%
COc1ccccc1Nc1sc(C(=O)c2ccc3c(c2)OCO3)c(N)c1S(=O)(=O)c1ccccc1,0.9,11.3%,.,.,.,1.9%
CCn1c(CSc2nc3ccccc3s2)nnc1SCC(=O)c1ccc(Cl)cc1,-4.7,-3.8%,-23.8%,23.8%,6.1%,-10.6%
CCc1nc2oc3ccccc3c(=O)c2c(=O)n1CCOC,-8.3,?,-11.0%,4.7%,9.3%,?
CN(C)S(=O)(=O)c1ccc(N2CCCC2)c(C(=O)Nc2nc(-c3ccc(F)c(F)c3)cs2)c1,-8.1,2.3%,-13.5%,-14.7%,-1.2%,3.3%
COc1ccc(/C=N/n2cc(-c3ccc(OC)cc3)nc2N)cc1,.,-3.9%,68.6%[activator],30.1%[activator],-1.2%,-1.1%
COc1cc(C(=O)NCCCc2nc3ccccc3n2CC(C)C)cc(OC)c1OC,7.7,-1.0%,.,.,.,-12.7%
O=C(Nc1ccccc1)C1=C[C@@H](c2coc3ccccc3c2=O)C[C@@H](OCCCCO)O1,-14.8,12.6%,85.4%[activator],4.0%,0.4%,-21.0%
O=S(=O)(c1ccc(N2CCOCC2)nc1)N1CCOCC1,24.8,-11.3%,-5.4%,-0.6%,5.7%,-7.7%
Cc1cc(C)c(C#N)c(SCC(=O)Nc2nnc(-c3ccccc3)s2)n1,-21.2,?,-13.7%,-4.4%,-2.3%,-5.5%
Cc1oc2c(c(C)cc3oc(=O)c(CC(=O)NCCc4ccc(Cl)cc4)c(C)c32)c1C,-23.3,-0.6%,.,.,.,9.7%
Cc1nc(NC(=S)NC(=O)c2ccccc2)sc1C(=O)N(C)C,63.3,-7.4%,-30.6%,63.1%[activator],?,-3.0%
CCC(NC(=S)NC1CCCCC1)c1ccc(C(C)C)cc1 (stereo not drawn),-38.9,-5.5%,-34.5%,.,12.3%,11.9%
CCN(CC)S(=O)(=O)c1ccc2oc(C(=O)Nc3cc(C)ccc3OC)c(C)c2c1,0.0,5.6%,.,.,.,0.4%

# A second format for part of the listing above:
# The line under a structure holds: HCMV antiviral	AmpC inh detg	AmpC inh no detg	AMA1 RON2 block	Giardia FBPA inh	Sm TGR inh
- CCc1nc2oc3ccccc3c(=O)c2c(=O)n1CCOC
→ -8.3	?	-11.0%	4.7%	9.3%	?
- CN(C)S(=O)(=O)c1ccc(N2CCCC2)c(C(=O)Nc2nc(-c3ccc(F)c(F)c3)cs2)c1
→ -8.1	2.3%	-13.5%	-14.7%	-1.2%	3.3%
- COc1ccc(/C=N/n2cc(-c3ccc(OC)cc3)nc2N)cc1
→ .	-3.9%	68.6%[activator]	30.1%[activator]	-1.2%	-1.1%
- COc1cc(C(=O)NCCCc2nc3ccccc3n2CC(C)C)cc(OC)c1OC
→ 7.7	-1.0%	.	.	.	-12.7%

# Next part.
SMILES,HCMV antiviral,AmpC inh detg,AmpC inh no detg,AMA1 RON2 block,Giardia FBPA inh,Sm TGR inh
COc1ccc(NC(=O)c2cn(CC(C)C)c(=O)c3cc(OC)c(OC)cc23)cc1Cl,-15.4,-5.2%,.,.,.,1.4%
COCCn1c(SCC(=O)Nc2sccc2C(N)=O)nc2cc(Cl)ccc2c1=O,23.0,2.4%,75.3%[activator],-8.1%,1.4%,-0.2%
Cc1ccc(C[C@H](C(=O)O)N2C(=O)c3ccc(C(=O)O)cc3C2=O)c(C)c1,.,?,-16.9%,.,9.4%,-2.6%
CC(=O)CS(=O)(=O)c1ccc(Oc2ccc(S(=O)(=O)CC(C)=O)cc2)cc1,6.8,-6.9%,-23.9%,4.2%,-1.0%,-31.1%
CN(CCOC(=O)c1ccccc1)Cc1ccccc1,2.7,?,-10.2%,4.2%[11.6 µM],-5.2%,6.4%
O=C(c1ccc2ccccc2c1)C1CCCN(C(=O)c2cnccn2)C1 (stereo not drawn),-5.9,4.3%,60.3%[activator],-12.3%,2.4%,0.9%
CC(OC(=O)CCN1C(=O)c2cccc([N+](=O)[O-])c2C1=O)C(=O)Nc1cc(Cl)cc(Cl)c1 (stereo not drawn),13.3,-3.1%,-44.1%,3.7%,-4.3%,-23.7%
CCOc1ccc(C(=O)NCC(=O)NNC(=O)C2COc3ccccc3O2)cc1OCC (stereo not drawn),-5.9,0.0%,-13.5%,84.9%[activator],.,-3.1%
CCOc1cc2[nH]c(=O)n(CCCCC(=O)N3CCCCCC3)c(=O)c2cc1OCC,-104.4*,?,-10.5%,-4.4%,-0.5%,7.6%
O=C(NCCO)c1nc(NCCO)c2ccccc2n1,-11.6,?,-16.7%,4.3%,3.3%,-1.2%
CCN(CC)CC(=O)N1c2ccccc2Sc2ccc(Cl)cc21,36.6,?,3.1%,-9.4%,-24.2%,1.5%
CCN(CC)c1nc(N)c2c(N)nc3c(c2c1C#N)CC(c1ccccc1)O3 (stereo not drawn),-34.2,-4.9%,-54.8%,59.4%[activator],-22.7%,3.9%
Cc1c(NC(=O)CSc2nnc(C(C)Oc3ccc(Cl)cc3)n2-c2ccccc2)c(=O)n(-c2ccccc2)n1C (stereo not drawn),?,-2.7%,212.5%[activator],-2.8%,6.5%,5.2%
COc1ccc(-c2cn(CCO)c(-c3ccncc3)n2)cc1,-5.7,?,-24.6%,8.8%,.,?
COc1ccccc1CNC(=O)c1ccc2nc(-c3ccccc3)c(-c3ccccc3)nc2c1,6.7,5.2%,.,.,.,9.2%
Cc1nnc(NC(=O)CC(C)c2ccccc2)s1 (stereo not drawn),23.6,-5.2%,-11.0%,0.7%,3.0%,-2.6%
COc1ccc(CCNC(=S)c2ccccc2)cc1OC,?,1.5%,-4.7%,-4.1%,0.3%,-2.6%
